CRFR2-BP ag – agonists of CRF-BP/CRF-R2 complex, primary screen, cell-based, HEK293, calcium dye fluorescence, uHTS; actives 0.46% (n = 350,000); calcium dye fluorescence (FLIPR); percent of saturating CRF peptide response; activation, % at 13.2 µM; CRF-binding protein / CRF receptor 2 complex (human);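 active = activation of at least 50%, plus an integration ratio under a set limit after plate pattern correction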;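 also: plate controls were neutral control wells without compound for no effect and CRF at EC100 for full effect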
TAAR1 antagonist – human TAAR1 antagonists, primary screen, Fluo-8 calcium fluorescence, CHO RD-HGA16 cells; Trace amine-associated receptor 1 (Homo sapiens), Q96RJ0; antagonist; inhibition, % at 3 µM; actives 1.5% (n = 360,000); AID 624466, 2012;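 active = inhibition above a per-plate cutoff, the mean inhibition of test compounds on that plate plus 3 SD, cut at about 49% in these data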;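 also: 0% = DMSO plus EC80 beta-PEA response and 100% = DMSO alone without agonist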
Target sequence (Q96RJ0 whole entry, looked up): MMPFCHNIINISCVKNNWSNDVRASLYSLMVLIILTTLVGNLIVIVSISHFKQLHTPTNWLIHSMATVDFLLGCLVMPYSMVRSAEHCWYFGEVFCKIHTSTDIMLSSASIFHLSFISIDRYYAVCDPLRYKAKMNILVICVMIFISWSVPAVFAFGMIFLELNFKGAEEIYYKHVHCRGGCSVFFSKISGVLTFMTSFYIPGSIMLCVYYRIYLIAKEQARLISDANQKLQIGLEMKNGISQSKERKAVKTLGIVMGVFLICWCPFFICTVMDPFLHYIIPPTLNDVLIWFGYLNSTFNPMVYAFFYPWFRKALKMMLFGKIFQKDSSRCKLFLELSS
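Material: CHO RD-HGA16 cells bearing hTAAR1; compound dosing: one-point dosing, 3 µM nominal final; schedule: dye loading 75 min at 37 °C, then 30 min room temperature; measured by: calcium fluorescence with Fluo-8; control set: vehicle and agonist controls; replication: n of 1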
CRFBP-R2 block – antagonists of CRF-BP/CRF-R2 complex, primary screen, cell-based, HEK293, calcium dye fluorescence, uHTS; inhibition, % at 11.8 µM; actives 0.59% (n = 350,000); CRF-induced calcium fluorescence;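 active = inhibition of the ligand-induced calcium signal above about 50% at the single tested concentration, limit read from the data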
CHRM5 PAM – human M5 muscarinic receptor positive allosteric modulators, primary screen, CHO-K1 cells, Fluo-8 calcium fluorescence. actives 0.3% (n = 360,000). AID 624038, 2012. CHO-K1 hM5, ACh EC20 PAM; 0% = ACh EC20, 100% = ACh EC100. activation, % at 3 µM;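 active = activation above the run cutoff, the mean activation of all test compounds plus 3 SD, cut at about 18% in these data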
Target sequence (P08912 whole entry, looked up): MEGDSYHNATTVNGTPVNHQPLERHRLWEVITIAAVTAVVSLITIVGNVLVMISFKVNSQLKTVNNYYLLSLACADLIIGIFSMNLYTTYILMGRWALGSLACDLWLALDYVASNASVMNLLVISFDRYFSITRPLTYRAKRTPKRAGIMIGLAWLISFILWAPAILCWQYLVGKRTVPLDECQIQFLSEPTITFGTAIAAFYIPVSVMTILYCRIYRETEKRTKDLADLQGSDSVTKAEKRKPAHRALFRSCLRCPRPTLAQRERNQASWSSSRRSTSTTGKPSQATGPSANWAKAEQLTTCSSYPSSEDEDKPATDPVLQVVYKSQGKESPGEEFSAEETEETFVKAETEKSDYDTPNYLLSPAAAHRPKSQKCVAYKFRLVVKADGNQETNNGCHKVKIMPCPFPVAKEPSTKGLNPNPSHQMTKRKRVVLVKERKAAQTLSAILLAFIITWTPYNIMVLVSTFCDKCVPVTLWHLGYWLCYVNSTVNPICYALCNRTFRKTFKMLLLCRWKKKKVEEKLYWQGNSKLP
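System: CHO-K1 hM5 cells. Reagent: acetylcholine, EC20 level. Compound dosing: single dose, 3 µM nominal final test concentration. Timing: Post-acetylcholine fluorescence recording 140 s. Detection: Fluo-8 calcium fluorescence. Read-out: % activation, ACh-normalized. Benchmarks: ACh EC20 and EC100 wells. Repeats: singlicate, one well per test compound.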
CHRM5 antagonist – human M5 muscarinic receptor antagonists, primary screen, CHO cells, Fluo-8 calcium fluorescence; Muscarinic acetylcholine receptor M5 (Homo sapiens), P08912; CHO-hM5 cells, ACh EC80; inhibition, % at 3 µM; actives 0.59% (n = 360,000);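 active = inhibition above a per-plate cutoff, the mean of that plate's test compounds plus 3 SD, cut at about 27% in these data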;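 also: 0% = acetylcholine EC80 with DMSO and 100% = DMSO without agonist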
M5 ag – human M5 muscarinic receptor agonists, primary screen, CHO-K1 cells, Fluo-8 calcium fluorescence; Muscarinic acetylcholine receptor M5 (Homo sapiens), P08912; CHO-K1 hM5 cells; 0% DMSO wells, 100% maximal acetylcholine response; activation, % at 3 µM; actives 0.19% (n = 360,000); AID 624037, 2012;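 active = activation above the run's mean over test compounds plus 3 SD, cut at about 23% in these data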;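 also: signal is peak over basal fluorescence ratio across the kinetic read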
TAAR1 agonist – human TAAR1 agonists, primary screen, Fluo-8 calcium fluorescence, CHO RD-HGA16 cells | Trace amine-associated receptor 1 (Homo sapiens), Q96RJ0 | vehicle wells 0%, saturating PEA agonist 100% | activation, % at 3 µM | actives 0.99% (n = 360,000);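 active = activation above the mean activation of all test compounds in the run plus 3 SD, cut at about 38% in these data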
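Repeats: no replicates (n 1) | Material: CHO-derived RD-HGA16 cells with stable Gα16 and human TAAR1 | Technique: Kinetic Fluo-8 calcium fluorescence | Schedule: 17-24 h seeding, 75 min 37 °C dye, 30 min RT | Evaluation: % activation from peak over basal fluorescence ratio, DMSO-to-PEA scaled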
CHO-K1 Ca PAM – nonselective calcium activators in parental CHO-K1 cells, primary screen, counter-screen for M1 PAM project, cell-based, Fluo-8 calcium fluorescence, full deck, 1536-well; actives 0.02% (n = 360,000); activation, % at 3 µM; ATP EC20; 0% at ATP EC20, 100% at ATP max; AID 602247, 2012;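 active = activation above the run cutoff, the mean activation of all test compounds plus 3 SD, cut at about 40% in these data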;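 also: peak over basal fluorescence ratio in a 140 s read after ATP addition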
M4 PAM – human M4 muscarinic receptor positive allosteric modulators, primary screen, CHO-K1 cells, Fluo-8 calcium fluorescence | actives 0.4% (n = 360,000) | Muscarinic acetylcholine receptor M4 (Homo sapiens), P08173 | AID 624126, 2012 | CHO-K1 hM4/Gqi5, ACh EC20; 0% = ACh EC20, 100% = maximal ACh | activation, % at 3 µM;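 active = activation above its plate's cutoff, the mean activation of sample wells plus 3 SD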; also: some results filed as inactive read as strong as hits
* marks the source's active call; other numbers are inactive results; . = no result given.

# | SMILES | CRFR2-BP ag | TAAR1 antagonist | CRFBP-R2 block | CHRM5 PAM | CHRM5 antagonist | M5 ag | TAAR1 agonist | CHO-K1 Ca PAM | M4 PAM
1 | O=C(O)CSc1nc(-c2ccc(Cl)cc2)nc2c1oc1ccccc12 | 0.0 | 7 | 22 | 3 | -5 | -1 | 1 | 20 | 7
2 | Cc1nc2ccccc2c(=O)n1NC(=O)Cc1ccc([N+](=O)[O-])cc1 | -5.1 | 10 | 5 | -5 | 1 | -1 | 15 | 16 | -4
3 | COc1ccc(N(Cc2ccccc2)S(=O)(=O)c2cccc(C(=O)NC3=NCCS3)c2)cc1 | -0.2 | 33 | 39 | -27 | 8 | -8 | 8 | 14 | -3
4 | O=C1C(Cl)=C(N2CCOCC2)C(=O)N1c1ccccc1 | 0.2 | 6 | 12 | 0 | 8 | 2 | -2 | 11 | 1
5 | CCn1cc(C(=O)N2CCOCC2)c(=O)c2cc(S(=O)(=O)N(C)C)ccc21 | -0.7 | -1 | 5 | -3 | 1 | 0 | 0 | 2 | -5
6 | O=C(CSc1ccc(-c2ccc(Br)cc2)nn1)N1CCOCC1 | -2.9 | -9 | 11 | 0 | 10 | -2 | 4 | -10 | -5
7 | Cc1ccc(NC(=O)C[n+]2cc(-c3ccccc3)n3c2CCC3)cc1 | -1.6 | -4 | 5 | 4 | 1 | -17 | 2 | 13 | -1
8 | c1coc(-c2nnc(SCc3nc4ccccc4[nH]3)o2)c1 | 0.8 | . | -4 | -1 | -6 | 3 | . | 5 | -3
9 | Cc1ccccc1NC(=O)c1cc(S(=O)(=O)N2CCCCC2)ccc1N1CCOCC1 | 1.2 | -16 | 5 | -4 | 14 | -1 | 0 | -6 | -1
10 | CNC(=O)c1[nH]cnc1C(=O)NCC(=O)OC(C)(C)C | -0.9 | 8 | 1 | 5 | 7 | 2 | 10 | -7 | 15
11 | Cc1c(NC(=O)Oc2ccccc2)sc(=S)n1C | 1.5 | -4 | 19 | -3 | 9 | 1 | -1 | 16 | -2
12 | COc1ccc(CN2C(=O)c3ccccc3C2C(=O)NCc2cccnc2)c(OC)c1 (stereo unspecified) | 0.8 | . | 8 | 13 | -14 | 4 | . | -4 | 11
13 | O=C(CCCNC(=O)c1ccc(Cl)cc1)Nc1ccc(S(=O)(=O)Nc2ncccn2)cc1 | -0.5 | 7 | -6 | 5 | 4 | -4 | 2 | 23 | 11
14 | CC(=O)NCC(=O)N1CCCC(C(=O)c2ccc3c4c(cccc24)CC3)C1 (stereo unspecified) | -0.8 | -21 | -9 | 2 | 4 | -4 | 3 | 10 | 4
15 | Cc1n[nH]c(C)c1SCC(=O)Nc1ccc(F)cc1 | 0.5 | -3 | 1 | 3 | 0 | 1 | -3 | 24 | 18
16 | COc1ccc(OC)c(-c2nnc3n2N=C(c2ccc(OC)c(OC)c2)CS3)c1 | -3.1 | 7 | 0 | -2 | 12 | -3 | 1 | 12 | 1
17 | CN(Cc1ccccc1)C(=O)NC1CCCCC1 | -0.4 | 1 | -9 | 5 | -7 | -2 | -1 | 21 | 1
18 | COc1ccc(NC(=O)CCN2CCN(S(=O)(=O)c3cc(Cl)ccc3OC)CC2)cc1 | -0.6 | 16 | -3 | -9 | 3 | 13 | 3 | 62* | -2
19 | CCCCOc1ccc(C(=O)N/C(=C/C=C/c2ccccc2)C(=O)NCCO)cc1 | 1.4 | 8 | -7 | 6 | -1 | 1 | 2 | -12 | 17
20 | CC(C)(C)[C@@H]1C=C(C(=O)Nc2ccccc2)O[C@H](OCc2ccc(CO)cc2)C1 | 0.4 | 25 | 17 | -9 | 10 | 1 | 16 | 6 | -6
21 | CCN(CC)S(=O)(=O)c1ccc2oc(Nc3ccc(OC)cc3OC)nc2c1 | -1.3 | -22 | 16 | 10 | -1 | 9 | 2 | 13 | 0
22 | Cc1ccc(-n2nc(CC#N)c(C#N)c2N)cc1Cl | 0.5 | 20 | 13 | 12 | -16 | 2 | 0 | 22 | 10
23 | O=C(Nc1nc(-c2cccnc2)cs1)c1ccc([N+](=O)[O-])cc1 | -1.0 | -6 | 0 | -2 | -5 | -1 | 4 | -1 | 4
24 | Cc1ccc(S(=O)(=O)N2CCN(Cc3nc4sc(C)c(C)c4c(=O)[nH]3)CC2)cc1 | -0.1 | -3 | -6 | 8 | 0 | 3 | 12 | 24 | 7
25 | Cc1noc(C)c1COc1ccccc1C(=O)NCCc1ccc(S(N)(=O)=O)cc1 | -0.4 | -27 | 12 | -7 | 4 | -3 | 1 | -6 | -2
26 | CCC1(C(=O)OC)NC(c2ccco2)C2C(=O)N(c3ccccc3)C(=O)C21 (stereo unspecified) | 4.5 | -1 | -2 | 2 | 3 | 4 | 1 | 13 | 6
27 | O=C(NCc1cc(C(F)(F)F)cc(C(F)(F)F)c1)c1cc(-c2cc(F)ccc2OCC2CCCO2)n[nH]1 (stereo unspecified) | . | -27 | . | -3 | 10 | 0 | -1 | -10 | -1
28 | O=C1C2C3C=CC(c4ccccc4)(C2C(=O)N1c1cccc(Cl)c1)C1C(=O)N(c2cccc(Cl)c2)C(=O)C31 (stereo unspecified) | 26 | 11 | -68 | 1 | -3 | 3 | 8 | 18 | 0
29 | CCCCNC(=O)NNC(=O)COc1cc(C)cc(C)c1 | -0.2 | -8 | 10 | -7 | 2 | 0 | -1 | 17 | 17
30 | Cc1ccc(S(=O)(=O)Nc2nc(C)c(C)s2)cc1 | -0.5 | 7 | -3 | -3 | 0 | -3 | -1 | 21 | 0
31 | CC(C)N(Cc1nc(-c2ccc(Cl)cc2)no1)C(=O)CN(C)S(=O)(=O)c1ccc(Cl)cc1 | 0.1 | . | 2 | 1 | 2 | -2 | . | 13 | 14
32 | COc1ccc(CC(=O)N2CCN=C2SCc2cccc([N+](=O)[O-])c2)cc1 | 3.4 | 1 | 7 | -3 | 7 | -5 | 2 | -9 | -14
33 | CC(C)(C)C(=O)Nc1ccc(C(=O)Nc2cc(NC(=O)c3ccc(NC(=O)C(C)(C)C)cc3)cc(C(=O)O)c2)cc1 | -0.3 | -15 | 16 | -3 | 13 | -4 | 0 | 19 | 0
34 | CC(C)(C)C(=O)c1c(N)[nH]c(C(=O)c2ccccc2)c1-c1ccc(Cl)cc1 | . | -14 | . | 11 | 10 | 0 | 5 | 19 | 14
35 | Oc1ccccc1/C=N/n1c(-c2cccs2)n[nH]c1=S | 0.1 | . | 0 | -5 | 2 | 0 | . | 18 | 9
36 | CCOc1ccc(C(=O)N2CCc3cc(OC)c(OC)cc3C2)cc1OCC | -0.7 | -1 | 14 | 0 | -5 | -2 | 0 | 11 | 7
37 | COc1cccc(NC(=O)c2ccc(S(=O)(=O)N3CCCCC3)cc2)c1 | 0.1 | -1 | 23 | -2 | -8 | 0 | 1 | 22 | -4
38 | Cc1ccc(NC(=O)C2CCN(S(=O)(=O)c3ccc4c(c3)oc(=O)n4C)CC2)cc1 | -1.2 | -4 | 1 | 3 | -7 | -5 | 1 | 15 | 3
39 | CC(C)CCN(C(=O)CNC(=O)c1ccco1)C(C(=O)NC1CCCCC1)c1cccnc1 (stereo unspecified) | 0.7 | -13 | -5 | -5 | 9 | -4 | 7 | 2 | 0
40 | Cc1c(Br)c([N+](=O)[O-])nn1CC(=O)Nc1ccc(Cc2ccncc2)cc1 | 2.6 | 38 | 25 | -2 | 12 | -3 | 7 | 8 | 5
41 | O=C(c1ccccc1)N1CCN(C(=O)c2ccccc2)C1c1ccccc1 | -1.7 | 14 | 1 | -2 | -13 | -3 | 9 | -10 | 3
42 | CC(C)CNC(=O)c1oc2ccccc2c1COc1ccccc1 | 5.0 | 15 | -22 | -4 | 6 | -4 | 39* | 4 | -5
43 | O=C1N=C(O)CN1/N=C/c1ccc(-c2ccc([N+](=O)[O-])cc2)o1 | 14 | -14 | -55 | 0 | -3 | -1 | -2 | 6 | -7
44 | O=C1/C(=C\c2ccco2)SC(=S)N1c1ccc(O)cc1 | -0.7 | -25 | -1 | -2 | 5 | 0 | -1 | -3 | -3

Among those listed so far, these contain a furan ring, fused or not:
# | SMILES | CRFR2-BP ag | TAAR1 antagonist | CRFBP-R2 block | CHRM5 PAM | CHRM5 antagonist | M5 ag | TAAR1 agonist | CHO-K1 Ca PAM | M4 PAM
1 | O=C(O)CSc1nc(-c2ccc(Cl)cc2)nc2c1oc1ccccc12 | 0.0 | 7 | 22 | 3 | -5 | -1 | 1 | 20 | 7
8 | c1coc(-c2nnc(SCc3nc4ccccc4[nH]3)o2)c1 | 0.8 | . | -4 | -1 | -6 | 3 | . | 5 | -3
26 | CCC1(C(=O)OC)NC(c2ccco2)C2C(=O)N(c3ccccc3)C(=O)C21 (stereo unspecified) | 4.5 | -1 | -2 | 2 | 3 | 4 | 1 | 13 | 6
39 | CC(C)CCN(C(=O)CNC(=O)c1ccco1)C(C(=O)NC1CCCCC1)c1cccnc1 (stereo unspecified) | 0.7 | -13 | -5 | -5 | 9 | -4 | 7 | 2 | 0
42 | CC(C)CNC(=O)c1oc2ccccc2c1COc1ccccc1 | 5.0 | 15 | -22 | -4 | 6 | -4 | 39* | 4 | -5
43 | O=C1N=C(O)CN1/N=C/c1ccc(-c2ccc([N+](=O)[O-])cc2)o1 | 14 | -14 | -55 | 0 | -3 | -1 | -2 | 6 | -7
44 | O=C1/C(=C\c2ccco2)SC(=S)N1c1ccc(O)cc1 | -0.7 | -25 | -1 | -2 | 5 | 0 | -1 | -3 | -3

Outcome played no part in choosing rows. Share with any hit: about 4.2%.
